From PubChem
Fh CTSL1 inh = Fasciola hepatica cathepsin L1 inhibitors, primary screen, counter-screen for PFM18AAP inhibitor project, biochemical, QFRET, fluorogenic peptide substrate | recombinant F. hepatica cathepsin L1, Z-Leu-Arg-MCA fluorescence | inhibition, % at 5.96 µM | actives 0.49% (n = 300,000) | AID 1906, 2009;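 active = inhibition above the mean of all tested compounds plus 3 SD, set per screening campaign, cut at about 17% in these data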;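 note: 0% = plate median of test compound wells and 100% = 1 µM Z-Phe-Ala-diazomethylketone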
JMJD2C inh = inhibitors of GASC-1 histone demethylase, primary screen, biochemical, fluorescence, DELFIA europium; GST-JMJD2C(1-420) H3K9me3 demethylation; inhibition, % at 2.35 µM; actives 0.069% (n = 330,000); AID 2099, 2009;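 active = more than half of a compound's replicate wells show inhibition beyond 50%, single wells judged on their own value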;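 note: signal counts dimethyl H3K9 product captured on neutravidin plate; 0% = median of DMSO wells and 100% = 0.3 times that DMSO median; strong numbers were not always called active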
Target sequence (Q9H3R0 1-420 limits assumed): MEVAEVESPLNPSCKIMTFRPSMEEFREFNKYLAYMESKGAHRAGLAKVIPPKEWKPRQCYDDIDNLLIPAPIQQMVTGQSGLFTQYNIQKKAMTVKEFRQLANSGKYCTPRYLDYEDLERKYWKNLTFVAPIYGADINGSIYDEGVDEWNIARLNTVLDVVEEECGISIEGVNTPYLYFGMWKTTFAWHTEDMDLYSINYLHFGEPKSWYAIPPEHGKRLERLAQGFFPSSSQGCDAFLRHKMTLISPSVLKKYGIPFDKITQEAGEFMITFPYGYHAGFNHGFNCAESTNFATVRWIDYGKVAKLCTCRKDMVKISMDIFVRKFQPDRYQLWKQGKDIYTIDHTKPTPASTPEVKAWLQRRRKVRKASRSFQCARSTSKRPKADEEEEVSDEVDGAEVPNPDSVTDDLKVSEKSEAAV
TPT1 inhibitor = Candida albicans TPT1 enzyme inhibitors, primary screen, biochemical, fluorescence polarization. inhibition, % at 5 µM. AID 1962, 2009. recombinant caTPT1, FP RNA substrate dephosphorylation. actives 0.81% (n = 300,000);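 active = inhibition above the mean of all tested compounds plus 3 SD, set per screening campaign, cut at about 24% in these data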;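 note: plate controls were DMSO alone for no effect and ferristatin control at 100 nM for full effect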
HCV core dimer = inhibitors of HCV core protein dimerization, primary screen, biochemical, TR-FRET, high-throughput; AID 1899, 2009; inhibition, % at 5 µM; actives 0.33% (n = 300,000); TR-FRET GST/Flag-core106 dimerization, 1536-well;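 active = inhibition above the mean of all tested compounds plus 3 SD, set per screening campaign, cut at about 45% in these data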
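Assay system: Tagged HCV core106 pair (GST and Flag) | Buffer or medium: KF-containing HEPES buffer, pH 7.45, DTT, CHAPS, BSA | Also added: Eu donor and XL665 acceptor anti-tag antibodies | Dosing: One concentration, 5 µM, in 0.5% DMSO | Timing: 4 h at 22.5 °C | Technique: TR-FRET 671 and 617 nm emission | Repeats: Singlicate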
PP5 inh = PP5 phosphatase inhibitors, primary screen, biochemical, fluorescence; actives 0.18% (n = 320,000); purified PP5c, OMFP substrate fluorescence; Serine/threonine-protein phosphatase 5 (Homo sapiens), P53041; inhibition, % at 6.7 µM;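 active = inhibition above the campaign's mean inhibition across all tested compounds plus 3 SD, cut at about 9.5% in these data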;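 note: 0% = DMSO only and 100% = 100 µM cantharidin control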
CR mimetic SO = reduction of superoxide in aged yeast, primary screen, HTS | S. cerevisiae aged cells, superoxide DHE fluorescence; active compounds read low | superoxide response (% of plate mean), % at 10 µM | actives 0.18% (n = 330,000);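 active = superoxide response under a set limit, about three screen SD below normal, cut at about 65% in these data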;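 note: yeast aged for seven days with compound at 30 °C before DHE staining; 100% = average MFI of all compound-treated wells on the plate with controls excluded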
PP1 inh = PP1-alpha phosphatase inhibitors, primary screen, counter-screen for PP5 inhibitor project, biochemical, fluorescence, OMFP substrate, single point; inhibition, % at 6.7 µM; actives 0.9% (n = 320,000); purified PP1alpha;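 active = inhibition above the mean inhibition of all tested compounds plus 3 SD, computed separately for each screening campaign, cut at about 15% in these data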
Target sequence (P62136 whole entry, looked up): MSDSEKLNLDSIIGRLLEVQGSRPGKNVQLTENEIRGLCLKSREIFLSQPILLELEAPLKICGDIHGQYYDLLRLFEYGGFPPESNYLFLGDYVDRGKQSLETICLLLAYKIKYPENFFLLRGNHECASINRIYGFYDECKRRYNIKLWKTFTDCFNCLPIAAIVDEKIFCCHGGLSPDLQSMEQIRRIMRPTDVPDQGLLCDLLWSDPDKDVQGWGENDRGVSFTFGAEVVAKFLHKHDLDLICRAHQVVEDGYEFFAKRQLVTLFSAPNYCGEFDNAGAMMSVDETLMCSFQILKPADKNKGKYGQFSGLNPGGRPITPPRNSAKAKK
ZTA counter = counter-screen for EBNA-1 inhibitors: inhibitors of Epstein-Barr virus ZTA. actives 0.15% (n = 320,000). ZTA-DNA binding, fluorescence polarization. P03206. inhibition, % at 11 µM; in the data active = inhibition above about 33%
Target sequence (P03206 whole entry, looked up): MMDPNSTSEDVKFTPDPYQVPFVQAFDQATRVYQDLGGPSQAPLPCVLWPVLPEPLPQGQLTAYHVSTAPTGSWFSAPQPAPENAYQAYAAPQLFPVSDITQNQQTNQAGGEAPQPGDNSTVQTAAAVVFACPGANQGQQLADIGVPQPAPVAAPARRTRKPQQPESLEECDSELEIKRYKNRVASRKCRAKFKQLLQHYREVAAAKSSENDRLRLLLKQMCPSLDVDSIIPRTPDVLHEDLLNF
EBNA-1 inhibitor = EBNA-1 DNA-binding inhibitors, primary screen, biochemical, fluorescence polarization; actives 0.34% (n = 300,000); AID 1950, 2009; inhibition, % at 14.8 µM; in the data active = inhibition above about 28%
Active calls of the source: *; . = no result given.

Below each SMILES – HCV core dimer	PP1 inh	Fh CTSL1 inh	ZTA counter	JMJD2C inh	TPT1 inhibitor	CR mimetic SO	EBNA-1 inhibitor	PP5 inh
(1) c1ccc(-c2csc(-n3cnnn3)n2)cc1
→ -3	-1	1	-12	-4	-3	94	-3	-0.3
(2) C=CCn1c(SC2CCOC2=O)nc2sc(CC)cc2c1=O (configuration not stated)
→ 8	-1	0	-15	3	-4	90	0	1.9
(3) COc1cc(NS(=O)(=O)c2ccc(NC(=O)C3CCCO3)cc2)nc(OC)n1 (configuration not stated)
→ -3	-3	0	-10	9	-1	83	-1	-2.1
(4) CC(C)(C)OC(=O)Nc1ccc([C@H](NC(=O)OC(C)(C)C)C(=O)OC(C)(C)C)cc1
→ .	-3	.	0	6	.	98	.	-2.1
(5) COc1ccc(C(=O)CSc2nnc(CN3CCCCC3)n2-c2ccc(F)cc2)cc1
→ 5	5	0	-10	8	-1	111	-2	1.6
(6) CC(C)c1nc(N2CCCC2)c(C#N)c2c1CCCC2
→ 2	-4	-1	11	-14	-2	98	-1	-1.4
(7) CC1CCCCN1S(=O)(=O)c1coc(C(N)=O)c1 (configuration not stated)
→ 0	0	4	2	0	-2	87	-1	-0.6
(8) O=C(c1ccc(F)cc1)N1CCN=C1c1ccccc1
→ 7	-8	-2	13	5	-3	111	4	1.8
(9) COc1ccc(CN(C(=O)Cc2cccs2)C(C(=O)NC2CCCC2)c2ccncc2)cc1 (configuration not stated)
→ -3	1	2	10	3	1	101	-7	1.4
(10) Cc1c(Cl)cnc(NC(=O)COC(=O)c2cccc(S(=O)(=O)N3CCc4ccccc4C3)c2)c1Cl
→ -2	13	0	3	1	-2	77	14	4.5
(11) COc1ccccc1CN(C)CC(=O)Nc1ccc(Cl)cc1C(F)(F)F
→ 1	3	14	-1	-10	-2	101	-4	-0.7
(12) COC(=O)c1c(C(=O)OC)c(-c2cccc(Cl)c2)n2c1CS(=O)C2 (configuration not stated)
→ 0	-2	4	-5	-1	-2	96	4	-3.0
(13) O=C(COc1cc2oc(=O)cc(-c3ccccc3)c2cc1Cl)NCc1ccccn1
→ 7	0	1	0	-14	-1	103	-1	3.5
(14) Cc1ccc(-n2c(-c3cnccn3)n[nH]c2=S)cc1
→ -3	-5	-2	-6	-7	1	102	-10	-1.3
(15) COc1ccccc1OCCn1nnc2ccccc21
→ 3	0	1	-10	-8	1	102	-1	0.1
(16) Cc1onc(-c2ccccc2)c1C(=O)N1CCCN2C(=O)c3ccccc3C21 (configuration not stated)
→ 4	-3	-1	2	2	0	102	7	1.3
(17) O=C(C1CCN(S(=O)(=O)c2cccc3cccnc23)CC1)N1CCN(c2ccccn2)CC1
→ 2	-3	-1	12	4	1	78	3	0.3
(18) Cc1ccccc1-c1noc(-c2ccccc2C(=O)NCC2CCCO2)n1 (configuration not stated)
→ -2	-4	-3	-18	.	-4	103	-7	0.6
(19) O=C(c1cc(Cl)ccc1[N+](=O)[O-])n1cnc2ccccc21
→ -6	2	1	-13	-10	3	102	3	0.7
(20) CCOC(=O)/C=C1\NC(C)(C)Cc2cc(OC)c(O)cc21
→ 2	-2	3	-3	-1	2	95	-8	3.5
(21) COc1ccc(NC(=O)Nc2ccccc2C(=O)N2CCCC2)cc1
→ 2	1	1	-3	2	1	118	2	0.4
(22) Cc1ccc(C)c(CN2C(=O)C3CCCN3c3ccc(C#N)cc32)c1 (configuration not stated)
→ 14	6	1	15	-4	9	122	24	2.6
(23) COCCn1cnnc1SCC(=O)Nc1ccc(N2CCCCC2)cc1
→ .	0	.	-10	9	.	101	.	0.7
(24) COc1cccc(CC2(CO)CCN(C(=O)NCCc3ccccc3)CC2)c1
→ -15	1	-1	12	4	-4	103	7	2.3
(25) Cc1nc(SCC(=O)N(CC(C)C)C2CCS(=O)(=O)C2)c2ccccc2n1 (configuration not stated)
→ .	3	.	4	-3	.	147	.	0.9
(26) O=C(NCCCN1CCOCC1)C1CCC(=O)N1C1CCCCC1 (configuration not stated)
→ -3	0	-2	-5	-7	-1	96	13	1.3
(27) COc1ccccc1Nc1nnc(SCC(=O)c2cc(C)n(CC3CCCO3)c2C)s1 (configuration not stated)
→ 10	-2	5	-5	2	2	96	-13	0.9
(28) CC(=O)c1ccc(NC(=S)Nc2ccn(Cc3ccc(Br)cc3)n2)cc1
→ 0	-2	-2	-28	-5	-1	103	5	-0.5
(29) Cc1onc(-c2c(Cl)cccc2Cl)c1C(=O)N1CCSCC1
→ 0	-1	-3	-15	4	-2	102	-10	1.4
(30) CN(C)c1ccc(CN2CCCC(O)C2)cc1 (configuration not stated)
→ 2	4	2	-8	-1	1	107	6	0.7

Sorted by length of the SMILES (largest number first): 12 of the compounds above
Below each SMILES – HCV core dimer	PP1 inh	Fh CTSL1 inh	ZTA counter	JMJD2C inh	TPT1 inhibitor	CR mimetic SO	EBNA-1 inhibitor	PP5 inh
(10) Cc1c(Cl)cnc(NC(=O)COC(=O)c2cccc(S(=O)(=O)N3CCc4ccccc4C3)c2)c1Cl
→ -2	13	0	3	1	-2	77	14	4.5
(4) CC(C)(C)OC(=O)Nc1ccc([C@H](NC(=O)OC(C)(C)C)C(=O)OC(C)(C)C)cc1
→ .	-3	.	0	6	.	98	.	-2.1
(3) COc1cc(NS(=O)(=O)c2ccc(NC(=O)C3CCCO3)cc2)nc(OC)n1 (configuration not stated)
→ -3	-3	0	-10	9	-1	83	-1	-2.1
(27) COc1ccccc1Nc1nnc(SCC(=O)c2cc(C)n(CC3CCCO3)c2C)s1 (configuration not stated)
→ 10	-2	5	-5	2	2	96	-13	0.9
(28) CC(=O)c1ccc(NC(=S)Nc2ccn(Cc3ccc(Br)cc3)n2)cc1
→ 0	-2	-2	-28	-5	-1	103	5	-0.5
(19) O=C(c1cc(Cl)ccc1[N+](=O)[O-])n1cnc2ccccc21
→ -6	2	1	-13	-10	3	102	3	0.7
(21) COc1ccc(NC(=O)Nc2ccccc2C(=O)N2CCCC2)cc1
→ 2	1	1	-3	2	1	118	2	0.4
(26) O=C(NCCCN1CCOCC1)C1CCC(=O)N1C1CCCCC1 (configuration not stated)
→ -3	0	-2	-5	-7	-1	96	13	1.3
(7) CC1CCCCN1S(=O)(=O)c1coc(C(N)=O)c1 (configuration not stated)
→ 0	0	4	2	0	-2	87	-1	-0.6
(8) O=C(c1ccc(F)cc1)N1CCN=C1c1ccccc1
→ 7	-8	-2	13	5	-3	111	4	1.8
(1) c1ccc(-c2csc(-n3cnnn3)n2)cc1
→ -3	-1	1	-12	-4	-3	94	-3	-0.3
(15) COc1ccccc1OCCn1nnc2ccccc21
→ 3	0	1	-10	-8	1	102	-1	0.1

The listing picks up, starting two compounds before the break.
Below each SMILES – HCV core dimer	PP1 inh	Fh CTSL1 inh	ZTA counter	JMJD2C inh	TPT1 inhibitor	CR mimetic SO	EBNA-1 inhibitor	PP5 inh
(29) Cc1onc(-c2c(Cl)cccc2Cl)c1C(=O)N1CCSCC1
→ 0	-1	-3	-15	4	-2	102	-10	1.4
(30) CN(C)c1ccc(CN2CCCC(O)C2)cc1 (configuration not stated)
→ 2	4	2	-8	-1	1	107	6	0.7
(31) CCCCn1c(N)c(N(CC)C(=O)c2cccc(F)c2)c(=O)[nH]c1=O
→ -10	12	-6	1	-11	2	122	-22	0.7
(32) CCOC(=O)C1(C)C=C(Nc2ccc(C)cc2)C(=O)N1c1ccc(C)cc1 (configuration not stated)
→ 9	0	-3	3	1	-2	94	8	-1.8
(33) O=[N+]([O-])c1cc([N+](=O)[O-])c2cccnc2c1Oc1ccccc1O
→ -9	6	2	15	12	1	67	-1	1.9
(34) Cn1c(=O)n(CC(=O)O)c(=O)c2c1nc1n2CCCN1Cc1ccccc1
→ -4	-1	4	10	-1	-1	103	8	2.2
(35) Cc1sc2nc(SCC(=O)NCc3ccco3)[nH]c(=O)c2c1C
→ 0	-3	4	0	.	1	105	5	-1.4
(36) CC(=O)c1cccc(S(=O)(=O)N2CCC(C(=O)N(C)Cc3ccc(Cl)s3)CC2)c1
→ .	1	.	1	16	.	119	.	0.1
(37) Cc1cc(C)c2c(c1)/C(=N\N=c1\sc3ccccc3n1C)C(=O)N2
→ 10	-3	-1	6	11	8	104	-1	-1.4
(38) CC(/C=C/c1ccccc1)=N\NC(=O)c1ccc(Br)cc1
→ 7	-3	1	0	4	-7	101	8	-1.3
(39) COc1cccc(CNC(=O)c2ccc(NC(=O)CC3SC(N4CCCCC4)=NC3=O)cc2)c1 (configuration not stated)
→ .	0	.	3	2	.	88	.	1.1
(40) COc1ccc(N2CCN(C(=O)CN(C3CCCCC3)S(C)(=O)=O)CC2)cc1
→ -3	-8	4	8	-11	0	92	0	1.0
(41) Cc1cc(NCc2ccc(F)cc2Cl)n2nnnc2n1
→ 6	7	2	4	-17	0	97	3	-3.1
(42) COc1ccccc1CCC(=O)N1CCN(C(=O)c2ccccc2)CC1
→ 0	-3	1	-5	5	1	94	-10	2.6
(43) COC(=O)c1ccc(-c2c(-c3ccccc3)ncc3cc(OC)c(OC)cc23)cc1
→ .	1	.	0	1	.	113	.	0.8
(44) Cc1cc(SCC(=O)OCC(=O)NC(C)c2ccccc2)c(C)cc1Br (configuration not stated)
→ 2	1	-13	-16	11	3	98	1	2.9
(45) Cc1oc(C(C)(C)C)cc1C(=O)Nc1ccc(N2CCOCC2)cc1
→ -1	-3	2	7	-5	-3	88	-1	0.5
(46) O=C(CNc1cccc2ccccc12)N/N=C/c1cccc(Oc2ccccc2)c1
→ 9	7	-1	1	-15	4	103	0	5.7
(47) CC(=O)N1CCN(C(=S)c2cccc([N+](=O)[O-])c2)CC1
→ 4	-7	0	-1	-9	1	117	-6	-0.2
(48) Nc1ccnc(=O)[nH]1
→ 4	1	-2	-9	0	1	117	8	1.5
(49) N#Cc1nc(-c2ccco2)oc1N1CCN(C(c2ccccc2)c2ccccc2)CC1
→ 1	0	1	1	2	-2	101	-7	3.3
(50) CCN(CC)CCNC(=O)NC1CCCCC1
→ -2	1	-1	6	2	1	102	11	-2.5
(51) Cc1cc(Cl)c(S(=O)(=O)N2CCCCCC2)cc1OCC(N)=O
→ 0	2	-4	3	-7	-4	106	1	3.7
(52) CC1(C)[C@H]2CC=C(CN3CCC(N4CCC(C(=O)N5CCCC5)CC4)CC3)[C@@H]1C2
→ -4	-5	0	7	5	0	105	-3	0.9
(53) CCCn1c(SCC(=O)N2CCCC(C)C2)nnc1-c1ccccn1 (configuration not stated)
→ -2	-2	-9	18	-31	1	95	2	-0.8
(54) CC(=O)c1ccc(-c2ccc(C(=O)N3CCN(c4ccc(F)cc4)CC3)o2)cc1
→ 15	6	0	-5	46	-4	104	1	5.2
(55) Cc1ccc(-n2cc(CN3CCN(Cc4nccn4C)CC3)c(-c3ccc(F)cc3)n2)cc1
→ -9	4	2	-6	4	-1	126	-8	5.6
(56) COc1cc(SC)ccc1C(=O)OCC(=O)N1CCCC1
→ -1	-5	1	9	-4	3	82	-4	0.0
(57) S=C(NCc1ccco1)N/N=C/c1ccc(Cl)cc1
→ 1	4	1	8	14	4	95	-3	0.5
(58) COc1cccc(CNS(=O)(=O)c2ccc3c(c2)N(C(C)=O)CCS3)c1
→ -10	-6	2	5	-11	5	94	9	-0.3

This is a random part of the collection, and some 3.1% of all compounds hit somewhere here.
